# Screening results (PubChem BioAssay)
# DRD3 agonist: agonists of human D3 dopamine receptor; D3R DiscoveRx beta-arrestin cells, luminescence, 90 min; max activation, %; hit rate 0.58% among 410,000; in the data active = max activation above about 30%; also: 0% is about no effect; mostly tested at two doses, the higher about 12 µM
#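 Agonist-mode cell screen: cells plated at 1500/well and incubated overnight at 37 °C, then exposed to library compounds for 90 min at 37 °C. Detection reagent was added for 30–60 min at room temperature, and luminescence was read.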
# HEK293 tox: cytotoxicity in counter-screen for GLP-1R inverse agonists | HEK293 cAMP-luciferase reporter cells, luminescence, 24 h | hit rate 0.13% among 410,000 | Potency, µM (doses to about 38.3 µM), for inactives: at the top dose activity change, negative = inhibition, actives largely listed as inhibitors;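 also: loss of luciferase light is scored as toxicity; potency is read from the fitted curve at half-maximal effect; % is scaled to controls: 0 for no effect and ±100 for the full control effect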
#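 Luminescence readout: signal drop marks cytotoxicity. Plated cells grew 12 h at 37 °C, 5% CO2, received 23 nL compound for 24 h, then got luciferase reagent, read after 12 min at RT.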
# GLP1R ag: GLP-1 receptor (human) agonism. hit rate 0.007% among 380,000. HEK293 GLP-1R CRE-luciferase, luminescence, 4-6 h; cells express a hypersensitive GLP-1R form. P43220. Potency, µM (series often up to 45.6 µM), for inactives: at the highest dose activation, hits mostly activators; also: potency is read from the fitted curve at half-maximal effect; % of control where 0% means no effect
# WRN inhibitor: WRN helicase (human) inhibition; WRN helicase unwinding, fluorescent forked duplex, kinetic; hit rate 0.46% among 360,000; Potency, µM (series often up to 114 µM), inactives show at the top dose activity change, negative = inhibition, hits mostly inhibitors; Q14191; also: potency is read from the fitted curve at half-maximal effect; % is scaled to controls: 0 for no effect and ±100 for the full control effect; nearly all actives have a fitted effect of over 55% in size
#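 Kinetic fluorescence helicase assay: unwinding of a quenched forked DNA duplex (100 nM final) with 2 mM ATP final raises red fluorescence (525/598 nm). Compounds sat 15 min at room temperature with 20 nM WRN beforehand.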
# PI5P4Ka inh: inhibitors of human PI5P4K alpha | P48426 | PI5P4Kalpha enzyme, ADP-Glo luminescence, 60 min; active compounds read low | max response, % | hit rate 1.2% among 330,000 | AID 652105; active = max response of -50% or lower; inconclusive = between -30% and -50%; inactive = -30% or higher; also: value at the top dose of about 77 µM; % is scaled to controls: 0 for no effect and ±100 for the full control effect
# Target sequence (P48426 whole entry, looked up): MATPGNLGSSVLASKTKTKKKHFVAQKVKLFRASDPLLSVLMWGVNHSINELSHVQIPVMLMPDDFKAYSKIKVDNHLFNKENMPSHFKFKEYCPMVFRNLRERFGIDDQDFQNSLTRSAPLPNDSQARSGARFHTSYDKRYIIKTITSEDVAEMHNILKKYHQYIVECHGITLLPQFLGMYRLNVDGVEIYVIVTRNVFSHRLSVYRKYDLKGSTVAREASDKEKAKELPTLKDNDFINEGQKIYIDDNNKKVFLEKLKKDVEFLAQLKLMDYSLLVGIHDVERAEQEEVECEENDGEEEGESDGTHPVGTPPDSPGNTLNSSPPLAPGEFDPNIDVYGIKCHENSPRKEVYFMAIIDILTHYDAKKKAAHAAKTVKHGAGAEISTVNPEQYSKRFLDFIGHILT
#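 Quantitative HTS of the MLSMR library against PI5P4Kalpha with substrate. ATP added last at 5 microM final; room temperature, 60 minutes. Remaining ATP depleted, ADP converted and read as luminescence.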
# IL2 activator: IL-2 activation; IL-2 activation reporter assay, cell-based qHTS; stimulated with anti-CD3/CD4/CD28 beads; in transgenic mouse T cells; activation, % (series mostly up to about 46 µM); hit rate 0.065% among 360,000; in the data active = activation above about 50%; inconclusive = mostly about 30% to 49%; also: 0% is about no effect
#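 Readout is EGFP and DsRed signal by fluorescent plate cytometry after 18 h at 37 degrees C. Transgenic mouse T cells (750/well) received compound for 60 min before bead stimulation (anti-CD3, anti-CD4, anti-CD28); memory T cells served as non-tolerant control.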
# GLP1R inv ag: inverse agonists of human GLP-1 receptor. P43220. hit rate 1.6% among 410,000. HEK293 GLP-1R CRE-luciferase, luminescence, 24 h; GLP-1R form is constitutively active. AID 624417. Potency, µM (titrated, usually from 38.3 µM), without a hit: top-dose activity change, negative = inhibition, hits mostly inhibitors; also: potency is read from the fitted curve at half-maximal effect; % is scaled to controls: 0 for no effect and ±100 for the full control effect; nearly all actives have a fitted effect of over 55% in size
#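 Luminescence readout: a drop in cAMP-driven luciferase signal flags inverse agonism at a constitutively active GLP-1R stably expressed in HEK293. Compound exposure lasted 24 hr at 37 deg C, 5% CO2.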
# PLK1 PBD block: blocks phosphopeptide binding to human PLK1 polo-box domain; Potency, µM, without a hit: max response, negative = inhibition, hits mostly inhibitors; P53350; AID 720504; hit rate 2.8% among 360,000; Plk1 PBD binding of FITC phosphopeptide, fluorescence polarization; also: potency is read from the fitted curve at half-maximal effect; series mostly up to about 57 µM; % is scaled to controls: 0 for no effect and ±100 for the full control effect; nearly all actives have a fitted effect of over 65% in size
# Target sequence (P53350 whole entry, looked up, the tested form may be a part): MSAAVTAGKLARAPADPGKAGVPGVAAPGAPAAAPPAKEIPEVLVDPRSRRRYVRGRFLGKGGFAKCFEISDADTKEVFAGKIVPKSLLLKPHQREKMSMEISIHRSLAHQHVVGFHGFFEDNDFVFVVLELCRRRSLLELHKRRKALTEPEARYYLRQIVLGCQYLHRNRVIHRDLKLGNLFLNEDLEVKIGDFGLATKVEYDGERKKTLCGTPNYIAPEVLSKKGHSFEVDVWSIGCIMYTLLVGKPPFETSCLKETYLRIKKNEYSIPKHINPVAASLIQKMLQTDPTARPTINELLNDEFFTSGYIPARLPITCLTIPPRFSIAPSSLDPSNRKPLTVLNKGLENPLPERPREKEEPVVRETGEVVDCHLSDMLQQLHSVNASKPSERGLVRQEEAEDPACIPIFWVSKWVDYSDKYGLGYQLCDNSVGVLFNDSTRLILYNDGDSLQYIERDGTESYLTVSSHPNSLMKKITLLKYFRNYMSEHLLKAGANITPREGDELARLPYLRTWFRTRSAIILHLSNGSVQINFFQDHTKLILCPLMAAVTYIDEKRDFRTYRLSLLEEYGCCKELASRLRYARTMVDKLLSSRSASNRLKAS
# D3 antag: blocks the human D3 dopamine receptor | P35462 | D3R cells, DiscoveRx beta-arrestin luminescence, antagonist mode; active compounds read low | max response, negative = inhibition, % | hit rate 2.5% among 360,000 | AID 652054; in the data active = max response below about -50%; inconclusive = no clear call, values can overlap the other calls; also: % is scaled to controls: 0 for no effect and ±100 for the full control effect; mostly tested at two doses, the higher about 12 µM
#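 Cells plated overnight at 1500 cells/well, then exposed to library compounds with dopamine controls for 90 minutes at 37 degrees C. DiscoveRx reagent added for 30–60 minutes at room temperature; luminescence read, quantitative HTS format.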
# * marks the source's active call; other numbers are inactive results; ? = inconclusive; . = not tested or not shown; & = joins results of further samples; [ ] = remark or other dose. Unless noted, calls follow the shape of the dose curve; as a rule, active = well fitted curve in the direction sought with a large enough effect; inconclusive = small, poorly fitted or top-dose-only effect, or another doubt; inactive = no such curve, though single readings can be large; an effect the other way counts as inactive or inconclusive. Outcome played no part in choosing rows; overall some 7.8% were active at least once.
SMILES,DRD3 agonist,HEK293 tox,GLP1R ag,WRN inhibitor,PI5P4Ka inh,IL2 activator,GLP1R inv ag,PLK1 PBD block,D3 antag
CCc1cccc(N2C(=O)CS(=O)(=O)C23C(=O)N(Cc2ccc(F)cc2)c2ccc(C)cc23)c1 (centres undefined),-8,12%,-4%,.,.,.,-24%,.,.
COC(=O)c1cc(NC(=O)[C@H](CCS(C)(=O)=O)N2Cc3ccccc3C2=O)cc(C(=O)OC)c1,-4,6%,1%,.,.,.,10%,.,.
Cc1ccccc1-c1nc(CS(=O)CC(=O)NC2CCCC2)c(C)o1 (centres undefined),-4,8%,1%,2%,1,0.0,-7%,-25%,-3
Cn1c(=O)c2c(nc(NCc3ccco3)n2CCc2ccccc2)n(C)c1=O,-7,-7%,12%,-16%,-14,-0.8,5%,-8%,-14
O=C(Cn1cnc2ccccc21)N/N=C/c1ccccn1,-5,74%[activator],5%,-6%,-6,0.8,0%,-7%,-25
CC1(C(=O)NS(=O)(=O)c2cccc(OC(F)F)c2)CCN1C(=O)C1CC1 (centres undefined),-4,3%,-4%,-2%,0,0.3,27%,3%,-10
Cc1cc(C)n2nc(SCC(=O)Nc3ccc(O)cc3)nc2n1,1&-13,4%&-8%,6%&-3%,-8%,-7,-0.2,4%&16%,0%,-2
CCN(CC)CCN(Cc1cc2cc3c(cc2[nH]c1=O)OCCO3)C(=S)NCCCOC,2,-10%,-2%,14%,4,-0.9,11%,4%,-22
COC(=O)c1c(NC(=O)COC(=O)CCc2ccc(S(=O)(=O)N3CCOCC3)cc2)sc2c1CCC2,4,3%,12%,-7%,8,5.6,6%,-20%,0
CCC[N+]1(CC#CC2(O)CCCCC2)CCOCC1,2,4%,-1%,0%,-6,-1.0,2%,-6%,10
O=c1[nH]c(-c2ccccc2)c(-c2ccccc2)[nH]1,12,-2%,-5%,0%,0,-0.6,101%[activator],-11%,-10
O=C(NCCCN1CCOCC1)c1ccc(N2CCCC2)c([N+](=O)[O-])c1,-6,-16%,11%,3%,-2,0.4,9%,4%,2
C/C(=N\NC1=NCCN1)c1ccc(Cl)cc1,-9,9%,2%,6%,-3,4.2,?,-5%,-6
Cn1cc(CN2CCCC(C(=O)c3cccs3)C2)c(-c2cccc(Cl)c2)n1 (centres undefined),-8,-12%,8%,-6%[57.1 µM],10,-0.9,?,5%,17
Cc1cc(C)n2nc(C(=O)OC(C)C(=O)c3ccccc3)nc2n1 (centres undefined),-18,19%,1%,-5%,-1,-4.0,15%,-6%,-20
CC1CCCCC1NC(=O)Cn1[nH]c(=O)c2ccccc2c1=O (centres undefined),1,9%,1%,-2%,0,-1.5,10%,0%,6
O=C(NCc1cccc(Cl)c1)C1CCC(=O)N(C2CC2)C1 (centres undefined),4,-4%,-4%,-8%,0,-2.1,1%,-3%,-5
Cc1ccc(CCN2C(=O)CCC2(C)C(=O)NC2CCCC2)cc1 (centres undefined),0,-1%,10%,-3%,-4,-1.3,-3%,-3%,-15
COc1ccc(CCC(=O)N2CCCC(Nc3ccccc3)C2)cc1OC (centres undefined),1,11%,?,-1%,1,-0.2,0%,-1%,13
COc1ccc(S(=O)(=O)NCC2CCCN(Cc3ccccc3Cl)C2)cc1 (centres undefined),-15,-16%,18%,-2%,-2,-0.9,?,-19%,-52*
COc1cccc2cc(C(=O)OC(C)C(=O)c3ccc(C)cc3)c(=O)oc12 (centres undefined),7,1%,-1%,5%,1,0.4,1%,-5%,-4
Cc1coc2cc3oc(=O)c(CC(=O)N[C@@H](CC(C)C)C(=O)O)c(C)c3cc12,14,0%,10%,3%[57.1 µM],3,0.1,10%,1%,2
CC1=CC(=O)[C@H]2C(C)(C)CCC[C@]2(C)[C@@]1(O)CO,-4,-11%,-1%,0%,-1,1.3,-18%,-2%,-8
Cc1ccc(S(=O)(=O)N2CCCCC2)cc1C(=O)NCCC1=CCCCC1,3,6%,10%,-9%,2,-1.0,?,-3%,13
O=C(CN1CC(=O)Nc2ccccc21)NCCc1ccc(Cl)cc1Cl,-3,4%[7.66 µM],7%,7%,-10,1.4,-22%[7.66 µM],-13%,0

# Next compounds follow.
SMILES,DRD3 agonist,HEK293 tox,GLP1R ag,WRN inhibitor,PI5P4Ka inh,IL2 activator,GLP1R inv ag,PLK1 PBD block,D3 antag
COc1cc(C(=O)NCC(=O)N/N=C/c2ccc(OC(=O)c3ccco3)cc2)cc(OC)c1OC,-5,-1%,8%,12%,-8,3.0,14%,-6%,9
CC[C@@]12C(=O)N(c3ccc(C)cc3)C(=O)N1[C@H](c1ccc(Br)cc1)[C@@H]1C(=O)N(C(C)(C)C)C(=O)[C@@H]12,15,-3%,-1%,-10%,-4,-0.4,?,0%,-7
O=C(NCCC(=O)N1CCC2(CC1)NCCc1[nH]cnc12)c1ccc(F)c(F)c1,-2,-7%,1%,5%,-1,-0.6,1%,-8%,2
COc1cccc(CC2(CO)CCCN(Cc3ccc(OC(F)F)cc3)C2)c1 (centres undefined),-9,14%,18%,-10%,1,-0.7,?,-5%,9
COc1ccc(-c2cc3nc(C)cc(C)n3n2)cc1,4,-19%,9%,2%,0,1.4,-3%,0%,34
COc1ccccc1N1CC(C)(C)C(=O)N(C(=O)c2c(F)cccc2Cl)C1=S,2,6%,2%,-8%,6,-0.2,?,-18%,2
COc1cccc(NC(=O)CN(c2cccc(F)c2)S(C)(=O)=O)c1,0,9%,-1%,3%,.,-0.6,4%,-4%,8
COc1ccc(-c2noc(N3CCC(C(=O)NCc4ccccc4Cl)CC3)n2)cc1,-1,0%,5%,2%,12,-3.5,-8%,-9%,-11
Cc1cccc(OCC(=O)Nc2ccc(N3CCN(S(C)(=O)=O)CC3)cc2)c1C,0,3%,-5%,4%,0,-4.3,2%,-9%,-8
NS(=O)(=O)c1ccc(NC(=O)COC(=O)COc2ccc(Cl)cc2)cc1,3,-1%,1%,-1%[57.1 µM],-16,0.7,-17%,3%,2
COc1ccc(CN2C(=O)c3ccccc3C2c2nnnn2-c2ccc3c(c2)OCCO3)cc1 (centres undefined),-6,14%,11%,3%,2,-0.4,16%,-8%,-13
O=C(CCS(=O)(=O)c1ccccc1)Nc1ccc(S(=O)(=O)Nc2nccs2)cc1,-6,5%,0%,?,0,0.5,-10%,-11%,-26
COC(=O)c1ccc(OCC(=O)NC2CCCCCCC2)cc1,-6,0%,20%,5%,3,-0.7,?,-3%,?
C=CCc1cc(Cl)ccc1OCCN1CC(C)OC(C)C1 (centres undefined),-37,2%,7%,-34%,1,-2.7,?,-3%,?
O=C(COC(=O)c1ccccn1)Nc1ncc(C(F)(F)F)cc1Cl,2,-1%,-16%,-5%,2,0.7,-8%,-6%,-8
O=C1OC(NCc2cccnc2)(c2ccc(Cl)cc2)c2ccccc21 (centres undefined),6,-9%,5%,6%,-3,1.1,-20%,2%,4
COc1cccc(CN(C)C(=O)C2CCN(S(=O)(=O)c3ccc(C)cc3)CC2)c1OC,4,3%,0%,-17%,5,-2.9,-11%,-12%,3
CCc1ccc(C(C(=O)NCCOC)N(C(=O)Cn2nnc3ccccc32)c2cccnc2)cc1 (centres undefined),0,2%,4%,-7%,-1,0.5,0%,-2%,17
CCN(CC)CC(C)OC(=O)c1cc(OC)c(OC)c(OC)c1 (centres undefined),0,0%,-4%,-3%,-3,-1.1,0%,3%,3
COCCNc1nc2cc(-c3ccsc3)sc2c(=O)n1C,-9,2%,12%,3%,-11,-0.5,6%,-14%,0
Cc1ccc(S(=O)(=O)NCC(=O)OCc2ccccc2Br)cc1,9,7%,-1%,-4%,11,-2.8,-21%,-7%,1
CCOc1cc(C(=O)Nc2ccccc2N2CCN(S(C)(=O)=O)CC2)cc(OCC)c1OCC,1,0%,23%,-4%,-4,-0.3,14%,4%,23
Cc1ccc(NC(=O)CCNS(=O)(=O)c2cccc3nsnc23)cc1,5&2,-16%&2%,-2%&-3%,3%,1,-2.1,-20%&-19%,0%,9
CC1(C)C(=O)Nc2ccccc2N1C(=O)COC(=O)/C=C/c1ccc(OC(F)F)cc1,6,-11%,6%,3%,-29,-0.8,14%,-1%,18
COc1ccc(C)c2sc(N(CCN(C)C)C(=O)c3ccc4ccccc4c3)nc12,-2,-23%,-1%,3%[57.1 µM],-2,-0.8,?,6%,-8

# 3 entries from above, arranged by SMILES length, smallest number first.
SMILES,DRD3 agonist,HEK293 tox,GLP1R ag,WRN inhibitor,PI5P4Ka inh,IL2 activator,GLP1R inv ag,PLK1 PBD block,D3 antag
O=C1OC(NCc2cccnc2)(c2ccc(Cl)cc2)c2ccccc21 (centres undefined),6,-9%,5%,6%,-3,1.1,-20%,2%,4
COc1cccc(NC(=O)CN(c2cccc(F)c2)S(C)(=O)=O)c1,0,9%,-1%,3%,.,-0.6,4%,-4%,8
CCOc1cc(C(=O)Nc2ccccc2N2CCN(S(C)(=O)=O)CC2)cc(OCC)c1OCC,1,0%,23%,-4%,-4,-0.3,14%,4%,23

# The list goes on.
SMILES,DRD3 agonist,HEK293 tox,GLP1R ag,WRN inhibitor,PI5P4Ka inh,IL2 activator,GLP1R inv ag,PLK1 PBD block,D3 antag
COc1ccc(S(=O)(=O)NCCc2nnc3ccc(SCC(=O)Nc4nc(C)cs4)nn23)cc1,-4,-2%,-1%,9%,5,-0.2,27%,-1%,0
CC12CCC(C(=O)Nc3cccc(NC(=O)C45CCC(C)(C(=O)O4)C5(C)C)n3)(OC1=O)C2(C)C,2,26%,4%,-1%,3,-1.9,1%,-8%,-7
Fc1cccc(CNc2ncnc3cc(Cl)ccc23)c1F,-1,2%,19%,-3%,-19,-3.7,?,-9%,4
COc1ccc(CCN(Cc2cc3ccc(C)cc3[nH]c2=O)C(C)=O)cc1OC,-4,?,21%,4%,2,-3.1,2%,-11%,-13
Cc1cc(C)n(-c2nc3c(c(=O)[nH]c(=O)n3C)n2Cc2ccc(F)cc2)n1,-8,-3%,6%,-15%,2,0.3,4%,-1%,-2
O=[N+]([O-])c1ccccc1-c1cc(-c2cc(Cl)ccc2O)n[nH]1,5,?,-1%,-13%,2,-2.0,?,-2%,-20
CC1(c2ccc(OC(F)F)cc2)NC(=O)N(CC(=O)Nc2cccc(S(N)(=O)=O)c2)C1=O (centres undefined),3,-1%,2%,6%,1,-1.0,3%,-18%,2
